From PubChem BioAssay
HTR5A ag = counter-screen for OPRM1-OPRD1 agonists: human HTR5A agonism | P47898 | HTR5A agonist assay, luminescence, cell-based | activation, % at 9.3 µM | 340,000 compounds, 0.61% hits | AID 504692; in the data active = activation mostly above about 9.5%, no sharp cut-off; inactive = mostly below about 7.6%;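 also: 0% = cells with vehicle only and 100% = reference agonist; strong numbers were not always called active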
V-ATPase pHluor = regulators of yeast V-ATPase proton transport; 350,000 compounds, 0.37% hits; S. cerevisiae, pHLuorin cytosolic pH fluorescence; response, % at 10 µM; in the data active = response mostly above about 7.3%, no sharp cut-off; inactive = mostly below about 5.4%; also: actives read high; inactives centre near 0; some compounds called inactive have numbers as strong as hits; reference of the scale not given here
Keap1 Nrf2 FP = inhibitors of human Keap1-Nrf2 protein-protein interaction. Keap1 Kelch-Nrf2 peptide fluorescence polarization, 1536-well. inhibition, % at 9.4 µM. Q14145. 340,000 compounds, 0.15% hits. AID 504523; in the data active = inhibition above about 12%;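 also: human Keap1 Kelch domain with fluorescein labeled Nrf2 9mer peptide probe; 0% = neutral control wells and 100% = peptide positive control; higher means more block of Keap1 binding to Nrf2 peptide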
OPRM1-OPRD1 ag = agonists of human mu-delta opioid receptor heterodimerization; P35372+P41143; cells, OPRM1-OPRD1 heterodimerization, luminescence; activation, % at 9.3 µM; 340,000 compounds, 0.3% hits; AID 504326; in the data active = activation above about 18%;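 also: 0% = vehicle-treated cells and 100% = reference agonist; values of inactives mirror those of a sister screen read the other way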
Target sequence (P35372 whole entry, looked up): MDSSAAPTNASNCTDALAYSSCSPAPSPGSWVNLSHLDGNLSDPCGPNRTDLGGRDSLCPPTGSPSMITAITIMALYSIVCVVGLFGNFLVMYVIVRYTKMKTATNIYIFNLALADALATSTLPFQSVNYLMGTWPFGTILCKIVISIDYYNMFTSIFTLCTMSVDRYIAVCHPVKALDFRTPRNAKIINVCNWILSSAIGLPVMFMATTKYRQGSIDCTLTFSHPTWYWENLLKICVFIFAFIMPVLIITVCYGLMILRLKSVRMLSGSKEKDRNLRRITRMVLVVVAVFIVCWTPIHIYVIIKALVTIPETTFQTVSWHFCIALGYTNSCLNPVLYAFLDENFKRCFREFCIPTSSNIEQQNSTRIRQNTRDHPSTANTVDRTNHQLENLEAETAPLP
Target sequence (P41143 whole entry, looked up): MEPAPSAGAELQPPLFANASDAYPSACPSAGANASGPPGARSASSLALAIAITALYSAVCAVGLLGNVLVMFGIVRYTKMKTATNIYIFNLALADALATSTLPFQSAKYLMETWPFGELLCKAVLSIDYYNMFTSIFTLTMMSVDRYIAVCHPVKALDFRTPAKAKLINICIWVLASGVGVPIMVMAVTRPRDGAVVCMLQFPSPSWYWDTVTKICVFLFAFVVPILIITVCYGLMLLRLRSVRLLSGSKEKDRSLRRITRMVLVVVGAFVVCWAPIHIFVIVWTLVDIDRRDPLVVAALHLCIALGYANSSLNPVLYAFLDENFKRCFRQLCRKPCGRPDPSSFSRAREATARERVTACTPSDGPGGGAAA
cardiac RTF act = cardiac RTF calcium sensitization. P19429+P45379. IANBD-labeled TnC RTF fluorescence at EC20 calcium; 0% EC20 calcium, 100% full calcium. activation, % at 7.2 µM. 340,000 compounds, 0.24% hits;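 active = activation above the mean over all tested compounds plus 3 SD, cut at about 30% in these data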;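 also: rise in fluorescence read as greater calcium sensitivity of cardiac thin filaments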
Cardiac RTF inh = cardiac RTF calcium desensitization; P19429+P45379; IANBD-labeled cardiac RTF, Ca2+ fluorescence; inhibition, % at 7.15 µM; 340,000 compounds, 0.12% hits; AID 493244;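 active = inhibition above the mean inhibition of all tested compounds plus 3 SD, cut at about 17% in these data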;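 also: assay run at fixed EC70 calcium of 1.6 mM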
C-LANA FP = KSHV C-LANA DNA binding inhibition | 340,000 compounds, 0.078% hits | inhibition, % at 9 µM | MBP-C-LANA/FAM-LBS DNA binding, fluorescence polarization;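 active = highest replicate inhibition at or above 60% at 9 µM, even if other replicates fall short; inactive = all replicates below 60% inhibition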;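 also: 0% = neutral control wells and 100% = 4 µM acridine orange control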
HTR5A inv ag = counter-screen for OPRM1-OPRD1 inverse agonists: human HTR5A inverse agonism; HTR5A cell line, luminescence; AID 504634; inhibition, % at 9.3 µM; 340,000 compounds, 0.083% hits; P47898; in the data active = inhibition mostly above about 23%, no sharp cut-off; inactive = mostly below about 18%;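 also: 0% = cells with DMSO and 100% = no-cell wells with DMSO; some compounds called inactive have numbers as strong as hits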
OPRM1-OPRD1 inv = mu-delta opioid heterodimer inverse agonism; P35372+P41143; inhibition, % at 9.3 µM; cell-based MOR-DOR heterodimer luminescence; 340,000 compounds, 0.21% hits; in the data active = inhibition above about 22%, passing the limit was not always enough;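 also: 0% = cells with DMSO and 100% = wells without cells with DMSO; values of inactives mirror those of a sister screen read the other way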
CAL PDZ FP = blocks peptide binding to the human CAL PDZ domain; Q9HD26; 300,000 compounds, 0.92% hits; AID 602252; inhibition, % at 24.9 µM; purified CAL PDZ, TMR-peptide fluorescence polarization, 1 h;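 active = mean inhibition of at least 30% with at least half of replicates also reaching 30%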;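 also: 0% = DMSO neutral control and 100% = excess unlabeled competitor peptide PRC23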
Starred values were filed as active, the others as inactive; / = no result given.

SMILES	HTR5A ag	V-ATPase pHluor	Keap1 Nrf2 FP	OPRM1-OPRD1 ag	cardiac RTF act	Cardiac RTF inh	C-LANA FP	HTR5A inv ag	OPRM1-OPRD1 inv	CAL PDZ FP
CN(C)CCCN(C(=O)c1ccc(S(=O)(=O)N2CCCCC2)cc1)c1nc2cc3c(cc2s1)OCO3	1	5	-2	-1.4	-4	-3	-2.1	2	7	-4
Cc1ccc(C(=O)NCCC(=O)N2CCCC2)cc1	2	-1	-4	-0.2	-2	-13	0.4	3	1	/
CCCCn1c(N)c(N(CC)C(=O)c2cccc(OC)c2)c(=O)[nH]c1=O	-4	0	3	0.5	-2	-6	-0.8	31	-3	0
O=C(C1=C[C@H](c2csc3ccccc23)C[C@H](OCCCCO)O1)N1CCOCC1	-5	-1	4	-1.1	-3	-1	2.7	5	6	1
Cc1nc2c(F)c(F)c(C(F)(F)F)c(F)c2[nH]1	2	6	-3	-1.4	-10	-5	-0.2	-7	8	-11
COc1ccccc1-c1noc(-c2ccccc2C(=O)NCC2CCCO2)n1 (configuration not stated)	2	-4	-1	-2.0	1	-7	0.8	17	11	-5
COc1cccc(NC(=O)c2ccccc2-c2nc(-c3ccc(F)cc3)no2)c1	2	0	-2	-1.1	-1	5	1.2	-3	6	-5
C=CCOc1ccc(C2CC(C)=NN2c2ccccc2)cc1 (configuration not stated)	0	-1	-3	6.9	5	-3	0.3	1	-36	-4
COCC(=O)N1CCC(Oc2ccc(C(=O)N3CCN(C)C[C@@H]3C(C)C)cc2)CC1	-4	-2	1	-3.0	-4	-9	1.7	14	15	3
O=C(NC1CCCCC1)c1cc(-c2ccccn2)nc2ccccc12	1	3	4	-1.6	5	1	-0.6	-3	8	8
O=C(Nc1nnc(-c2ccc(Cl)cc2)o1)Nc1ccccc1Cl	3	0	-1	-4.0	-6	8	0.7	-8	24	-4
Cc1onc(-c2c(Cl)cccc2Cl)c1C(=O)N=C(N)N1CCCC1	1	3	1	-3.9	9	-10	-0.3	3	19	-8
COc1ccc(C2=NOC(Cn3nc(C(=O)O)cc3-c3ccccc3)C2)cc1 (configuration not stated)	9	5	-5	-1.4	-2	-7	1.4	-24	8	-1
S=c1[nH]nc(-c2cc(-c3ccccc3)n[nH]2)n1/N=C/c1ccc(Br)s1	0	-3	5	2.7	-7	4	1.6	-1	-13	-4
COC(=O)c1cc(-c2c(C)nn(-c3ccccc3)c2C)n[nH]1	7	-1	-4	-1.2	1	-5	-0.2	-20	7	-1
COc1ccc(C(=O)NNC(=O)c2cc3cccc(OC)c3oc2=O)cc1	3	0	1	-1.5	4	-11	0.5	-9	8	1
O=C(NCC1CCCO1)c1ccccc1S(=O)(=O)c1ccc([N+](=O)[O-])cc1 (configuration not stated)	3	0	-3	-0.1	-2	-8	0.7	-8	0	0
OCC1(CCOc2ccccc2)CCN(Cc2cccn2-c2ncccn2)CC1	2	1	2	-1.8	4	-1	-1.8	-4	10	56*
Cc1cccc(CCNC(=O)C2CCN(S(=O)(=O)c3cccc4nsnc34)CC2)c1	2	-3	-1	1.1	-2	-6	0.4	-2	-6	-3
CC(=O)Oc1ccccc1N(C(C)=O)S(=O)(=O)c1cccc([N+](=O)[O-])c1	1	1	-1	-0.6	2	-8	0.8	-2	3	1
CCN(CC)C(=O)CSc1nnc(-c2ccccc2)n1N	4	-4	-3	-0.2	4	-8	0.5	-10	1	/
COc1ccc2c(c1)[C@H]1[C@H](CO2)[C@H](c2ccccc2)[C@]2(C)C(=O)Nc3ccc(Cl)cc3C(=O)N12	0	4	-5	2.7	-3	-5	0.7	1	-15	-1
CC(=O)Nc1cccc(/C(C)=N/NC(=O)c2cc(-c3ccncc3)nc3ccccc23)c1	1	2	-3	-1.1	-1	-5	0.1	24	6	-6
O=C(Nc1nccs1)c1ccc(N2C(=O)[C@@H]3[C@H](C2=O)[C@H]2C=C[C@@H]3C2)cc1	1	2	0	1.0	-2	-5	5.5	-3	-5	13
O=C(CS(=O)(=O)c1c[nH]c2ccccc12)N1CCc2ccccc21	5	1	-4	-0.3	-5	-2	0.7	-14	1	/
CCn1cc(S(=O)(=O)CC(=O)Nc2cc(C)on2)c2ccccc21	1	3	-1	-2.7	-4	-13	-0.8	-8	17	-5
O=C1CCN(Cc2ccccc2)C=C1c1cccc(O)c1	1	-1	0	-2.9	-2	3	-1.6	-5	13	0
CS(=O)(=O)N1CCN(c2ccc(NC(=O)c3ccc(Br)o3)cc2)CC1	3	1	-3	-1.5	1	3	0.0	-10	8	-2
COCCN(C(=O)CCC(=O)Nc1cccnc1)C(C(=O)NC1CCCCC1)c1ccccc1 (configuration not stated)	-3	0	-5	-6.7	-3	-1	-0.9	11	36*	0
O=C(Cc1ccc(Cl)c(Cl)c1)Nc1cccc2ncccc12	4	4	-3	-0.8	4	6	-0.1	-10	4	2
CCN(CC)CCNC(=O)c1ccc(NC(=O)CC(NC(=O)c2ccccc2Cl)c2ccccc2)cc1 (configuration not stated)	0	-1	0	2.2	3	-2	0.5	-2	-12	-4
CC(C)C[C@@H](CNCC(=O)[C@H](CC(=O)O)NC(=O)c1[nH]cnc1C(=O)N[C@H](CN)CC(C)C)NC(=O)c1nc[nH]c1C(=O)N[C@@H](Cc1ccccc1)C(=O)O	-6	1	-5	-3.9	-2	1	-1.4	22	18	-1
COc1ccc(NC(=O)N2CCC(O)(c3cccnc3)CC2)c(OC)c1	0	-2	-2	-0.7	6	-2	-1.5	-1	4	-3
COc1ccc(C(=O)N/C(=C\c2cn(C)c3ccccc23)C(=O)N2CCN(C)CC2)cc1	-2	0	-6	0.6	-3	0	2.2	-17	-3	0
COc1cccc(/C=C2/SC(=S)N(CC(=O)NC3C=CS(=O)(=O)C3)C2=O)c1 (configuration not stated)	5	1	0	-1.6	1	-7	-0.5	-9	8	-6
O=C(COc1ccccc1)Nc1ccc(C(=O)N2CCCC2)cc1	-1	-2	-4	-0.5	0	-3	0.1	9	3	-3
COc1ccc(/C=C2\COc3ccccc3C2=O)cc1OC	7	-1	2	0.3	0	-7	-0.5	-18	-2	0
CCOC(=O)CSc1nc2ccccc2c(=O)n1CC	-1	-3	-1	-1.9	-2	-1	0.6	27	11	-1
CCSc1ccc(C(=O)Nc2cccc(C)n2)cc1[N+](=O)[O-]	6	2	-6	11	5	-11	-0.6	-17	-65	-3
c1ccc(OCCOCCN2CCc3ccccc3C2)cc1	-1	-2	0	12	0	-8	2.5	-8	-55	-3
CCOC(=O)c1c(C)c(C(=O)NCCCOC(C)C)c(C)n1C	1	2	2	-2.4	-5	-7	0.2	14	13	-2
CSc1ccc(CN2CCCCCC2)cc1	1	1	-2	0.7	-1	-2	0.5	-18	-4	/
COc1cc(OC)c(NC(=S)NCc2ccc(F)cc2)cc1Cl	-3	-2	2	-1.5	-2	1	0.4	-2	7	/
CC1=CC(=NOC(=O)c2cccc([N+](=O)[O-])c2)C=C(C)C1=O	-6	2	-4	-1.1	-3	-1	0.0	16	6	-3
c1ccc2c(NCCc3c[nH]c4ccccc34)c3ccccc3nc2c1	17*	0	-1	3.1	-6	-4	-8.0	-68	-17	-5
O=c1cc(N2CCCCC2)c(-c2ccccc2)nn1Cc1ccc(Cl)cc1Cl	-1	0	0	2.6	-3	11	0.3	2	-11	-2
c1ccc(-n2ncc3cccnc32)cc1	2	-2	-4	-3.6	-8	-6	0.2	-26	18	-4
Oc1ccc(/C=N/NC(=S)Nc2cccnc2)cc1	0	11	0	0.5	-1	-6	-1.1	-14	-3	1
Nc1ccccc1C(=O)NCc1ccccc1	-2	4	-2	-2.7	2	-3	-0.6	-6	11	/
O=C(c1oc2ccccc2c1CSCc1ccccc1)N1CCN(c2ncccn2)CC1	2	-2	-6	-0.7	13	3	4.2	10	4	4
COc1ccc(C(=O)NCC(=O)N=Nc2c(O)n(C)c3ccccc23)cc1OC	3	3	-1	-1.2	1	-12	-0.6	-6	6	11
COc1ccc(CN2CCN(c3ccccc3OC)CC2)c(OC)c1	-3	0	3	0.6	-2	-3	-0.8	11	-3	-1
O=C(N/N=C/c1ccc([N+](=O)[O-])o1)c1ccc(NS(=O)(=O)c2cccs2)cc1	-1	-6	0	6.1	-2	-12	0.5	21	-32	3
CCCCNc1c(-c2ccc(SC3CCCCC3)cc2)nc2cnccn12	9	-6	0	1.8	-8	-4	1.5	-24	-10	-2
CC(C)NS(=O)(=O)c1ccc(NC(=O)C2CC3C=CC2C3)cc1 (configuration not stated)	-5	-1	-1	-1.6	4	-8	1.1	12	7	1
CCN1CCN(CC2CC3C=CC2C3)CC1 (configuration not stated)	-2	-1	-4	-0.5	1	10	1.6	5	2	0
CCOc1cc(Cl)c(S(=O)(=O)NCCCN2CCOCC2)cc1Cl	3	3	-7	1.2	-4	-33	-1.7	-16	-10	/
CCN(CC(=O)Nc1cc(Cl)ccc1C)C(=O)CN1C(=O)NC(CC)(c2ccccc2)C1=O (configuration not stated)	0	-3	/	-0.8	2	-1	/	1	4	11
COCc1nnc(NC(=O)CCN2C(=O)c3ccccc3C2=O)s1	-4	-2	-5	-1.6	-5	3	0.8	14	8	/
Cc1cc([N+](=O)[O-])cc2c1-c1ncccc1C2=Nc1ccccc1	2	-2	-3	3.6	6	-3	-3.9	-6	-20	-4
The listing continues.
SMILES	HTR5A ag	V-ATPase pHluor	Keap1 Nrf2 FP	OPRM1-OPRD1 ag	cardiac RTF act	Cardiac RTF inh	C-LANA FP	HTR5A inv ag	OPRM1-OPRD1 inv	CAL PDZ FP
O=C(c1ccco1)N1CCN=C1SCc1ccccc1Cl	5	2	-3	-3.2	-1	-5	1.6	-15	16	-3
COc1cc([C@H]2c3c(cc(OC)c(O)c3OC)C[C@@H](CO)[C@@H]2CO[C@@H]2O[C@H](CO)[C@@H](O)[C@H](O)[C@H]2O)cc(OC)c1O	2	2	-6	-1.5	13	-7	1.1	7	8	5
Cc1ccc(N(CC(=O)NC2CCCCC2)S(=O)(=O)c2cccs2)cc1	2	3	-1	-2.3	-1	5	1.4	-5	12	-3
Cc1cccc(OCc2nnc(SC(C)C(=O)O)n2-c2ccccc2)c1 (configuration not stated)	9	6	3	0.0	5	-15	0.7	-26	0	/
O=C(O)c1cc(-c2cccnc2)nn1-c1ccccn1	-3	-5	-2	0.6	8	-7	-0.6	25	-4	3
COc1ccc(OCC(=O)Nc2ccc(C)c(S(=O)(=O)N(C)C)c2)cc1	/	-2	-6	/	/	/	-2.1	/	/	6
COc1ccc(-c2c(C)n([O-])c3c([n+]2=O)CCCC3)cc1	0	10*	4	-2.6	-2	-2	0.3	13	13	-7
O=C(O)Cn1ncn(-c2ccc(OC(F)(F)F)cc2)c1=O	-4	0	3	-2.2	1	-5	0.8	13	12	4
Cc1ccc(S(=O)(=O)Oc2ccc(/C=N/N=C3/NC(=O)C(CC(=O)O)S3)cc2)cc1 (configuration not stated)	/	-3	0	/	/	/	-0.3	/	/	0
